Lipid storage S3: qHTS Assay for Lipid Storage Modulators in Drosophila S3 Cells | Drosophila S3 cells, BODIPY lipid droplet fluorescence, 18-24 h; cells fed with added oleic acid | lipid storage change, negative = inhibition, % at the top dose, mostly 46.1 µM; hits show Potency in µM | hit rate 0.64% among 320,000; active means well fitted inhibition curve with a large enough effect in the signal ratio, with a control signal flat, not every such curve was filed as active; inconclusive means small, poorly fitted or top-dose-only effect, or effect the other way, or a change in a side signal; the % refers to the signal ratio
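Drosophila S3 cells got compounds at several concentrations plus oleic acid (400 uM solution). Laser-scanning cytometry with 488 nm excitation read lipid droplets at 500-530 nm and cells at 575-640 nm. Percent activity was relative to 20 uM Triacsin C.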
Lipid storage S3 cell count max: further read-out of Lipid storage S3, marked with its call; cell number change, %; measured here: cell count max response;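 cells counted by Cell Tracker Red CMTPX staining in the red channel; peak over a dose series mostly up to 46.1 µM; percent activity relative to internal control wells on each plate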
* marks the source's active call; other numbers are inactive results; i = inactive; ? = inconclusive; . = no result given; [ ] = another dose, or the depositor's remark. On the % scale 0 is the no-effect control and ±100 the full control effect; potency means the concentration at half of the fitted maximal effect. Only part of the results is shown; count on the stated rates, not on these rows.

The opening 7 compounds, ahead of the listing:
SMILES	Lipid storage S3	Lipid storage S3 cell count max
COc1ccc(Cl)cc1NC(=O)CN(C)C(=O)c1ccc2n[nH]nc2c1	-11%	0
O=C(Nc1cccc(S(=O)(=O)N2CCCCC2)c1)c1ccccn1	0%	20
NC(=O)COC(=O)C1c2ccccc2Oc2ccccc21	?	.
CCN(CC)C(=O)COc1ccc(CC(=O)O)cc1OC	-1%	1
CC1(C)CC(=O)C2=C(C1)N=C1c3ccccc3C(=O)C1C2c1ccc(Cl)cc1 (stereo unspecified)	?	.
COc1ccc(S(=O)(=O)N2CCCOC2CNC(=O)C(=O)NCc2cccnc2)cc1 (stereo unspecified)	?	.
COc1cc(C(=O)Nc2cccc(S(=O)(=O)N3CCCC3)c2)cc(OC)c1C	?	.

The listing, previewed entries included:
SMILES	Lipid storage S3	Lipid storage S3 cell count max
COc1ccc(Cl)cc1NC(=O)CN(C)C(=O)c1ccc2n[nH]nc2c1	-11%	0
O=C(Nc1cccc(S(=O)(=O)N2CCCCC2)c1)c1ccccn1	0%	20
NC(=O)COC(=O)C1c2ccccc2Oc2ccccc21	?	.
CCN(CC)C(=O)COc1ccc(CC(=O)O)cc1OC	-1%	1
CC1(C)CC(=O)C2=C(C1)N=C1c3ccccc3C(=O)C1C2c1ccc(Cl)cc1 (stereo unspecified)	?	.
COc1ccc(S(=O)(=O)N2CCCOC2CNC(=O)C(=O)NCc2cccnc2)cc1 (stereo unspecified)	?	.
COc1cc(C(=O)Nc2cccc(S(=O)(=O)N3CCCC3)c2)cc(OC)c1C	?	.
CCc1ccc(CNC(=O)C2CCC(=O)N2C2CCCCC2)cc1 (stereo unspecified)	?	.
CCc1ccc(NC(=O)CSc2nc(=O)n(CCCN(C)C)c3c2CCC3)cc1	?	.
COc1ccccc1Oc1coc2cc(OC(=O)N3CCOCC3)ccc2c1=O	12%	-4
CN1CCCN(S(=O)(=O)c2ccc3c(c2)OCCO3)CC1	11%	5
CC(=O)Nc1ccc(S[C@@H](CCN2CC[C@H](O)CCC2=O)c2ccccc2)cc1	-1%	11
O=C(NC1(C(F)(F)F)N=C2SCCN2C1=O)c1ccccc1 (stereo unspecified)	-8%	-20
Cc1cccc(C)c1OCC(O)CN(Cc1ccccc1O)C1CCCCC1 (stereo unspecified)	20%	15
CCCn1c(SCC(=O)NC2CCCCC2)nnc1-c1ccccn1	?	.
COc1cc(OC)cc(-c2c(C#Cc3ccsc3)c3cc(-c4ccc5cc[nH]c5c4)ccc3n2C)c1	?	.
CC(CCc1ccccc1)NC(=O)C(=O)NCc1ccccc1 (stereo unspecified)	?	.
COc1ccc(OC)c(S(=O)(=O)N(C)CC(=O)N2CCN(c3cccc(Cl)c3)CC2)c1	i	.
CC1CCCCN1S(=O)(=O)c1ccc(C(=O)Nc2nnc(-c3ccco3)o2)cc1 (stereo unspecified)	?	.
CCC(CO)Oc1cc(NC(=O)c2ccc(F)cc2)c2ncn(C(C)C)c2c1 (stereo unspecified)	?	.
C=CCOC(=O)C1=C[C@H](c2coc3ccccc3c2=O)C[C@H](OCc2ccc(CO)cc2)O1	-12%	-1
CN(c1ccccc1)c1ccc(/C=C(\CCC(=O)O)c2nc3ccccc3s2)cc1[N+](=O)[O-]	?	.
COc1ccc(C(=O)[C@H]2[C@H]3C(=O)N(c4ccc(C)cc4)C(=O)[C@H]3C3C=CC=NN32)cc1 (stereo partly specified)	14%	11
O=C(CSc1nc2ccccc2o1)N1c2ccccc2Sc2ccc(C(F)(F)F)cc21	?	.
O=C1NCC(=O)N(Cc2ccccc2)/C1=C/c1ccccc1	?	.
NNc1nc2ccccc2nc1C(F)(F)F	?	.
NC(=O)c1ccc(NC(=O)CCCN2C(=O)c3ccccc3C2=O)cc1	i	-2
CN1CCN(c2ncnc3sc(-c4ccccc4)cc23)CC1	15%	24
CN(C)C(=O)C1CCC(=O)N1Cc1cccs1 (stereo unspecified)	?	.
CCCCn1c(SCc2ccc(Cl)cc2)nc2c1c(=O)[nH]c(=O)n2C	?	.
CCOc1ccc(C(C)(C)C)cc1S(=O)(=O)Nc1ccncc1	i	6
Cc1c(-n2c(SCC(=O)O)nnc2-c2ccccc2Br)c(=O)n(-c2ccccc2)n1C	-4%	10
CCOC(=O)c1c(C)[nH]c(C(=O)Nc2cc(OCC)c(N3CCOCC3)cc2OCC)c1C	i	-8
N#C/C(=C/c1ccccc1OCc1ccc(F)cc1)c1ccc(C(=O)O)cc1	2%	-7
O=C(COc1ccc(Br)cc1Cl)NNC(=O)c1ccccc1	9%	-10
Cc1cc(N(C)C)nc(SC(C)C)n1	?	.
CCOc1cc(C)c(C(C)C)cc1S(=O)(=O)N1CC(C)OC(C)C1 (stereo unspecified)	?	.
CCc1ccc(OC2=NS(=O)(=O)c3ccccc32)cc1	-6%	12
Cc1cc(C)cc(CN2CCC(Oc3ccc(C(=O)N4CCCC4)cc3)CC2)c1	-24%	2
CCOc1ccc(-c2cn[nH]c2N)cc1	?	.
COc1c2ccoc2c(OC[C@@H](O)C(C)(C)OC)c2oc(=O)ccc12	?	.
CCc1nc(SCC(=O)c2cccs2)c2oc3ccccc3c2n1	?	.
Cc1noc(C)c1S(=O)(=O)N(Cc1ccccc1)C(C)C	10%	6
COCCNc1nnc(Cc2ccccc2)c(=O)[nH]1	?	.
C/C(=N/NC(=O)CNC(=O)C1COc2ccccc2O1)c1ccc([N+](=O)[O-])cc1 (stereo unspecified)	?	.
CC(C)CCOc1ccc(C(CC(N)=O)C(=O)O)cc1 (stereo unspecified)	?	.
CCOCCc1c(O)nc(SCC)[nH]c1=O	-2%	22
COc1ccc(NC(=O)CNC(=O)N2CC(=O)Nc3ccccc32)cc1OC	i	14
O=C(CCN1CCN(c2ccccc2)CC1)NNC(=S)Nc1ccccc1Cl	?	.
CC1(NC(=S)N(CCO)CCO)CCS(=O)(=O)C1 (stereo unspecified)	?	.
Next section.
SMILES	Lipid storage S3	Lipid storage S3 cell count max
COc1cccc(NC(=O)N2CCCC2C(=O)NC2CCCC2)c1 (stereo unspecified)	i	.
O=C(/C=C/c1ccc(F)cc1)NCC1(c2ccccc2)CCOCC1	?	.
COc1cccc(Oc2cnc(N)nc2-c2ccc(OC)cc2O)c1	?	.
CC(=O)N1C(=O)N(C(C)=O)C2C1N(C)C(=O)N2C(C)=O (stereo unspecified)	i	-27
CCc1nn(CC(=O)N2CCN(c3cc(C)ccc3C)CC2)c(=O)c2cc3occc3n12	?	.
Cc1cc(OC(=O)c2ccccc2)n(CCC#N)n1	8%	14
COc1ccc(C(=O)NCC(=O)OCc2ccc(Br)cc2)cc1	?	.
CC(C)COC(=O)C(C#N)c1nc2ccccc2nc1N1CCN(Cc2ccc3c(c2)OCO3)CC1 (stereo unspecified)	16%	-24
CS(=O)(=O)N1CCN(C2Cc3ccccc3C2)CC1	?	.
COC(=O)c1cc(OC)c(OC)cc1NC(=S)N1CCC(C(N)=O)CC1	?	.
Cc1cc(=O)[nH]c(N)n1	-6%	-9
Cc1cccc2cc(CN(CC3CCCO3)C(=S)NCc3ccco3)c(=O)[nH]c12 (stereo unspecified)	?	.
COc1ccccc1NC(=O)N1CCCC1	8%	1
Cc1cccc(OCCNC(=S)NC(=O)c2cccnc2)c1	?	.
O=C(c1ccc(Cl)cc1)c1ccc(OCC(=O)N2CCOCC2)cc1	?	.
CC(=O)OC(C(=O)NC1CCCCC1)c1ccncc1 (stereo unspecified)	1%	1
CCOc1ccc(S(=O)(=O)N2CCC(C(=O)NCc3ccccn3)CC2)cc1Cl	?	.
COc1cc(S(=O)(=O)N2CCN(Cc3ccccc3)CC2)ccc1Br	i	.
Cc1cc(C)nc(NC(=O)CSc2nc3ccccc3o2)n1	?	.
CCOc1ccccc1C(=O)Nc1cc(=O)n(C)c(=O)n1C	?	.
COc1ccc(S(=O)(=O)NCCSC(C)(C)C)cc1Cl	?	.
Cc1cc(Br)ccc1NC(=O)CN(C)C(=O)Cn1c(=O)cnc2ccccc21	?	.
COC(=O)CN(C)C(=O)c1ccc2nc(Cc3cccc(Cl)c3)oc2c1	?	.
O=c1[nH]nc(-c2ccc(F)cc2)cc1Cc1ccccn1	?	.
O=C(O)c1ccc(N2Cc3ccccc3C2)cc1O	?	.
CC(=O)c1ccc(C(=O)NC2CCCN(Cc3ccccc3F)C2)s1 (stereo unspecified)	?	.
COc1ccc(CCC(=O)N2CCN(C3CCCCC3)CC2)cc1	?	.
COc1ccc2cc(/C=C/C(=O)c3ccco3)c(Cl)nc2c1	i	4
Cc1ccccc1NC(=O)c1cn(-c2ccccc2)nc1-c1ccccc1	?	.
Cn1c(Cc2ccccc2)nnc1SCC(=O)c1ccc(Br)s1	i	.

Continued, starting with the last 7 of the part before.
SMILES	Lipid storage S3	Lipid storage S3 cell count max
O=c1[nH]nc(-c2ccc(F)cc2)cc1Cc1ccccn1	?	.
O=C(O)c1ccc(N2Cc3ccccc3C2)cc1O	?	.
CC(=O)c1ccc(C(=O)NC2CCCN(Cc3ccccc3F)C2)s1 (stereo unspecified)	?	.
COc1ccc(CCC(=O)N2CCN(C3CCCCC3)CC2)cc1	?	.
COc1ccc2cc(/C=C/C(=O)c3ccco3)c(Cl)nc2c1	i	4
Cc1ccccc1NC(=O)c1cn(-c2ccccc2)nc1-c1ccccc1	?	.
Cn1c(Cc2ccccc2)nnc1SCC(=O)c1ccc(Br)s1	i	.
CCOC(=O)C1CCN(C(=O)c2sc3nc(-c4ccc(F)cc4)cn3c2C)CC1	?	.
O=C(CSc1nnc(Cc2cc(=O)[nH]c(=O)[nH]2)n1-c1ccc(Cl)cc1)N1CCc2ccccc21	?	.
CCCCc1c(O)nc(SCC(=O)N2CCOCC2)[nH]c1=O	-5%	-11
COc1ccc(C(=O)Nc2cccc(C(=O)N3CCN(C)CC3)c2)cc1	2%	16
COc1cccc(NC(=S)/C(=C(\[O-])c2cc(C)n(-c3ccccc3F)c2C)[n+]2ccc(N(C)C)cc2)c1	21%	19
COc1ccc(/C=C2/C(=N)N3N=C(CC(=O)N4CCCC4)SC3=NC2=O)cc1	?	.
Cc1nc2ccc(NC(=O)CS(=O)(=O)c3ccc(F)cc3)cc2s1	?	.
COc1ccccc1CC(=O)OC(C)C(=O)Nc1ccc(S(=O)(=O)N2CCCCC2)cc1 (stereo unspecified)	?	.
Cc1[nH]c2ccccc2c1C(=O)CN1CCCCC1C (stereo unspecified)	?	.
O=C(NCc1ccccn1)c1nnc(Cc2ccc(Cl)cc2)o1	?	.
Cc1c(C(=O)c2cccc(F)c2)c2ccccn2c1CCC#N	?	.
COc1cccc(CN(C)C(=O)CSCC(=O)Nc2cccc(C)c2)c1OC	?	.
CC(C)[C@H]1COCCS(=O)(=O)N1Cc1cccc(Cl)c1	?	.
CC(=O)c1ccc(OCc2cc(C(=O)N(C)Cc3ccccn3)no2)cc1	?	.
Cc1ccc(OCC(=O)O/N=C(\N)c2ccccn2)cc1C	?	.
CC[N+](CC)(CC#Cc1ccccc1)CC(=O)c1ccc(Cl)cc1	-2%	-7
CC(C)(C)c1ccc(C(=O)O[C@H]2[C@H](Cc3ccccc3)NS(=O)(=O)[C@H]3C[C@@H]4C=C[C@]23O4)cc1	i	-12
CCOC(=O)C1CCCN(C(=S)NC2CCCC2)C1 (stereo unspecified)	-18%	4
CN(Cc1ccccc1)C(=O)c1nc2ccccn2c1CN1CCC(N2CCOCC2)CC1	17%	11
Cc1ccc(SCC(=O)N2CCOCC2)cc1	5%	-11
Nc1nc(N2CCCCC2)nc2ccccc12	?	.
CNS(=O)(=O)c1cccc2cccnc12	11%[9.22 µM]	10
CC1(C)CC(=O)C(N=Nc2cccc([N+](=O)[O-])c2)=C(O)C1	?	.
COc1cccc(C2CC(c3ccccc3)=NN2S(=O)(=O)c2ccc(C)cc2)c1OC (stereo unspecified)	?	.
O=C(Nc1cccc(S(=O)(=O)Nc2ccc(Cl)cc2)c1)c1cc2c(s1)CCCC2	?	.
O=c1cc(O)nc(SCc2ccccc2)n1-c1ccc(F)cc1	?	.
O=C(OCCN1C(=O)CCC1=O)c1ccc(S(=O)(=O)N2CCCCC2)cc1	10%	10
COc1ccc(C(=O)Nc2ccc3nc4n(c(=O)c3c2)CCCC4)cc1[N+](=O)[O-]	?	.
CCCn1c(SCC(=O)Nc2cc(C(=O)O)ccc2C)nc2sc3c(c2c1=O)CCC3	i	1
Cc1cc(C)c2c(c1)NC(c1cc3c(cc1Br)OCO3)C1CC=CC21 (stereo unspecified)	-2%	-6
COc1ccc(C(=O)Nc2ccccc2C(=O)N2CCCCCC2)cc1OC	10%	8
CS(=O)(=O)NN1C(=O)c2ccccc2NC1c1cccs1 (stereo unspecified)	-1%	0
COc1ccccc1CP(=O)(c1ccccc1)c1ccccc1	8%	-5
COC(=O)c1c(NC(=O)CSc2ncnc3c2cnn3-c2ccccc2Cl)sc2c1CCCC2	8%	13
O=C(NCc1ccc(N2CCCC2=O)cc1)C1CCC(=O)N(Cc2ccccc2F)C1 (stereo unspecified)	-6%	10
CCOC(=O)C1CN(S(=O)(=O)c2ccccc2)c2cc(S(=O)(=O)CC)ccc2O1 (stereo unspecified)	?	.
COC(=O)c1c(NC(=O)/C=C/C(=O)O)sc(C)c1-c1ccc(C)c(C)c1	?	.
COc1ccc(C2(O)CCN(C(=O)NC3CCCCC3)CC2)cc1	3%	12
O=C(NCCCN1CCOCC1)C1CC(=O)N(c2ccccc2)C1 (stereo unspecified)	i	29
CC(C)(C)NC(=O)CSc1nc2cccnc2n1C1CCCCC1	i	-12

Another view of two compounds above.
COC(=O)c1c(NC(=O)CSc2ncnc3c2cnn3-c2ccccc2Cl)sc2c1CCCC2
  Lipid storage S3 = 8% | Lipid storage S3 cell count max = 13
O=C(NCc1ccc(N2CCCC2=O)cc1)C1CCC(=O)N(Cc2ccccc2F)C1 (stereo unspecified)
  Lipid storage S3 = -6% | Lipid storage S3 cell count max = 10

Bioassay records (PubChem)
